# From PubChem BioAssay
# RTF Ca sens inh: cardiac RTF calcium desensitization; IANBD-labeled cardiac RTF, Ca2+ fluorescence; P19429+P45379; actives 0.12% (n = 340,000); AID 493244; inhibition, % at 7.15 µM;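 active = inhibition above the mean inhibition of all tested compounds plus 3 SD, cut at about 17% in these data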;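 also: assay run at fixed EC70 calcium of 1.6 mM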
# SR-BI DiI-HDL act: activators of SR-BI mediated HDL lipid uptake; activation, % at 12.5 µM; actives 0.096% (n = 320,000); CHO ldlA[mSR-BI] cells, DiI-HDL uptake fluorescence, 3 h; 100 = double the neutral-control signal;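 active = mean replicate activation of at least 60% and every replicate at or above 60%; inconclusive = mean or all-replicate condition met, but not both; inactive = mean below 60% and not all replicates reaching 60%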;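 also: 0% = median plate neutral-control signal and 100% = twice that signal; values of inactives mirror those of a sister screen read the other way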
#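 Material: SR-BI-overexpressing, LDLR-lacking CHO cells; schedule: compound exposure 3 h, 37 °C; reagent: DiI-labelled HDL at 10 µg/mL final; technique: bottom-read fluorescence, 550/595 nm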
# PKA-R2B act: activators of human PKA-R2B complex; PKA-R2B holoenzyme dissociation, Cy5-IP20 fluorescence polarization; R2B truncated from residue 108, S112A mutant; 0% DMSO only, 100% 113 µM cGMP; activation, % at 11.4 µM; actives 0.079% (n = 340,000);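 active = activation above a cutoff set at the mean over all compounds plus 3 SD, cut at about 18% in these data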;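 also: higher means more holoenzyme dissociation and a rise in polarization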
# Target sequence (P31323 whole entry, looked up, other chains not shown, the tested form may be a part): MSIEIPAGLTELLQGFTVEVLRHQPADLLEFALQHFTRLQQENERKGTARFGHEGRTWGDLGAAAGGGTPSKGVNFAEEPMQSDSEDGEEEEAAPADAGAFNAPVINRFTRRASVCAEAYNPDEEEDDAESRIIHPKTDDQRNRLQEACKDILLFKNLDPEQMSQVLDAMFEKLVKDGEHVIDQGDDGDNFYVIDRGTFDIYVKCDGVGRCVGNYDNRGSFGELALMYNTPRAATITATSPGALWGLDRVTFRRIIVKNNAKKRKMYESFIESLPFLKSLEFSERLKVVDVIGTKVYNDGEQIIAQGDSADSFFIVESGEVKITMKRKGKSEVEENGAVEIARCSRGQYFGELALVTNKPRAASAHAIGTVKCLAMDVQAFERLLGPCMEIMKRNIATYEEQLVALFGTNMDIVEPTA
# CAL PDZ FP-1: blocks peptide binding to human CAL PDZ domain; inhibition, % at 20 µM; purified CAL PDZ, TMR-peptide fluorescence polarization, 1 h; AID 504414; actives 0.02% (n = 330,000);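 active = highest replicate inhibition of at least 40%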;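 also: plate controls were DMSO neutral control wells for no effect and unlabeled competitor peptide control wells for full effect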
#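 Assay system – tagged CAL PDZ protein CerCALP, purified · Timing – 1 h at RT · Compound – single point, 20 µM · Measured by – fluorescence polarization from S- and P-plane intensities, G-factor corrected · Evaluation – inhibition from polarization loss · Probe or stimulus – TMR reporter peptide T*-PRC34 · Buffer or medium – pH 7.4 phosphate-saline buffer, reducing agent, detergent, IgG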
# DAGLB inh: diacylglycerol lipase beta (human) inhibition; Q8NCG7; HEK293T DAGLB membrane lysate, EnzChek fluorogenic substrate; inhibition, % at 5.17 µM; actives 0.059% (n = 340,000); in the data active = inhibition above about 34%;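 also: 0% = enzyme with vehicle and 100% = wells lacking enzyme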
# Keap1-Nrf2 PPI: disrupts human Keap1 binding to Nrf2 peptide. actives 0.15% (n = 340,000). inhibition, % at 9.4 µM. AID 504523. Keap1 Kelch-Nrf2 peptide fluorescence polarization, 1536-well. Q14145; in the data active = inhibition above about 12%; inconclusive = no clear call, values can overlap the other calls; inactive = below about 7.3%;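 also: human Keap1 Kelch domain with fluorescein labeled Nrf2 9mer peptide probe; 0% = neutral control wells and 100% = peptide positive control; higher means more block of Keap1 binding to Nrf2 peptide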
# LANA DNA inh: blocks KSHV LANA C-terminal domain binding to DNA. MBP-C-LANA/FAM-LBS DNA binding, fluorescence polarization. inhibition, % at 9 µM. actives 0.078% (n = 340,000). AID 504423;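 active = highest replicate inhibition at or above 60% at 9 µM, even if other replicates fall short; inactive = all replicates below 60% inhibition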;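 also: 0% = neutral control wells and 100% = 4 µM acridine orange control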
# CAL PDZ FP-2: blocks peptide binding to the human CAL PDZ domain | Q9HD26 | purified CAL PDZ, TMR-peptide fluorescence polarization, 1 h | inhibition, % at 24.9 µM | actives 0.92% (n = 300,000) | AID 602252;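 active = mean inhibition of at least 30% with at least half of replicates also reaching 30%; inconclusive = no clear call, values can overlap the other calls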;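 also: 0% = DMSO neutral control and 100% = excess unlabeled competitor peptide PRC23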
# Rtt109 Vps75: inhibitors of Candida albicans Rtt109/Vps75 histone acetyltransferase. Q5AAJ8. purified Rtt109/Vps75, ThioGlo CoA-SH fluorescence, 4 h. inhibition, % at 34.9 µM. actives 0.16% (n = 330,000). AID 540336;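 active = inhibition of at least 50% in every replicate; inconclusive = best replicate reaches 50% inhibition but some replicates fall short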
# Target sequence (Q5AAJ8 whole entry, looked up): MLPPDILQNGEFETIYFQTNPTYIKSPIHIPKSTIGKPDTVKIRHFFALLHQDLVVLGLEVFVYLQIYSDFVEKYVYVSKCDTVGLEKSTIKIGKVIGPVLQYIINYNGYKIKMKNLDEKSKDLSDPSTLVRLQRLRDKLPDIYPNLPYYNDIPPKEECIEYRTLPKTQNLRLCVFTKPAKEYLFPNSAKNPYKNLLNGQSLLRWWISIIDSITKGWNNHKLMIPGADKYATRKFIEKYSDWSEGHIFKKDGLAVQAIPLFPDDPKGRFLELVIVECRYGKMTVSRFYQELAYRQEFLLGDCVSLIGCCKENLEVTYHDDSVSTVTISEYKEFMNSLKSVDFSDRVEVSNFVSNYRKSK
# cardiac RTF act: increases calcium sensitivity of human cardiac regulated thin filaments; IANBD-labeled TnC RTF fluorescence at EC20 calcium; 0% EC20 calcium, 100% full calcium; P19429+P45379; activation, % at 7.2 µM; actives 0.24% (n = 340,000);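 active = activation above the mean over all tested compounds plus 3 SD, cut at about 30% in these data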;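 also: rise in fluorescence read as greater calcium sensitivity of cardiac thin filaments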
# * hit, by the source's call; ? = inconclusive; · = not tested or not shown.
SMILES,RTF Ca sens inh,SR-BI DiI-HDL act,PKA-R2B act,CAL PDZ FP-1,DAGLB inh,Keap1-Nrf2 PPI,LANA DNA inh,CAL PDZ FP-2,Rtt109 Vps75,cardiac RTF act
CCC(C)(C)C1CCC(NC(=O)N2CCN(c3ccccc3O)CC2)CC1 (stereo not drawn),-7,·,-8,-1.6,-5,-1,-1.3,-4,-2,2
O=C(Cc1csc(N2CCOCC2)n1)N/N=C/c1ccc(O)c(O)c1O,-1,5,0,-1.4,-1,·,·,-2,-7,-3
CCCS(=O)(=O)N1CCN(C2CCC(C)CC2)CC1 (stereo not drawn),1,-12,-5,-0.8,-2,3,-1.0,-4,-6,4
Cc1ccc(C(=O)Oc2cccc(NC(=O)c3cccs3)c2)cc1S(=O)(=O)N1CCOCC1,-6,-52,3,-1.9,-6,-2,-1.3,-2,1,-6
Nc1cc(=O)nc(SCC(=O)N2CCN(c3ccccc3)CC2)n1-c1ccccc1,0,20,-1,-1.9,-1,-4,-0.7,-1,1,-4
Cc1ccc(/C=N/N2CCN(Cc3cccc4ccccc34)CC2)s1,6,12,4,-1.4,-6,2,-1.0,-1,-4,-2
CSCCC(NC(=O)COc1ccccc1)C(=O)N1CCOCC1 (stereo not drawn),3,16,9,-0.7,-1,0,1.3,-4,-10,-1
Cc1ccc(Nc2cc(C)c3ccc(O)cc3n2)cc1C,-7,·,7,0.6,-2,-2,-1.4,3,10,-1
COC(=O)c1cc(=O)n(Cc2ccc3c(c2)OCO3)c(=Nc2ccccc2)s1,-5,-7,-2,-0.2,-4,-2,2.1,·,3,0
Fc1ccc(OCc2nn3cnnc3s2)cc1,-11,28,2,-2.2,-4,1,-0.2,1,-11,-8
COc1cccc(/C=N/Nc2nc(-c3cccnc3)nc3ccccc23)c1,-3,·,-20,-2.5,-2,1,7.1,-4,-1,-3
COc1ccc(OC)c(NC(=O)c2ccc(CN3CCc4ccccc4C3)cc2)c1,-1,-39,1,-0.5,-4,3,-0.2,-18,-3,3
Cc1ccccc1C(=O)N1CCC(C(=O)Nc2ccc(S(=O)(=O)N3CCCCC3)cc2)CC1,-6,-2,0,-3.2,-3,0,1.1,0,44,-1
COc1cc(NC(=S)NC(=O)c2ccccc2C)ccc1NC(=O)c1cccs1,-1,-59,-8,-0.7,-1,-6,-0.6,-1,-1,-7
Cc1cccc(-n2ncc3c(NCCCN4CCCC4=O)ncnc32)c1,6,-13,1,-0.7,5,3,-0.7,-3,10,-3
O=[N+]([O-])c1ccc2c(c1)OCCOCCOCCOCCOCCOCCO2,-2,16,-3,-1.2,-1,-5,-0.2,-3,19,-5
CCOc1ccc(N(CC(=O)Nc2ccc(OC)cc2)S(=O)(=O)c2c(C)[nH]c(=O)[nH]c2=O)cc1,-5,2,-6,-2.1,1,1,-0.3,-6,-1,-1
O=C(Cn1ncc2c3ccccc3n(Cc3ccccc3F)c2c1=O)NCC1CCCO1 (stereo not drawn),-11,3,-2,-1.5,1,0,-0.6,-2,12,4
COc1ccc(CNC(=O)Cn2nnc(-c3ccc(NC(=O)C4CCCCC4)cc3)n2)cc1,13,-3,-16,-2.0,1,3,-0.4,1,-3,3
CCN=C1SC(C(=O)Nc2cc(Cl)cc(Cl)c2)CC(=O)N1CC (stereo not drawn),-7,-24,0,-0.4,-3,3,0.1,·,-3,3
CCn1nnc(NC(=O)COc2ccc(C3CCCCC3)cc2)n1,1,-14,3,0.4,-2,1,-0.1,5,8,0
O=C(NC1CCCC1)C(c1cccnc1)N(Cc1ccccc1F)C(=O)c1csnn1 (stereo not drawn),-25,8,8,0.5,0,1,0.3,-2,3,-8
CCOC(=O)c1ccc(NC(=O)C2CCCO2)cc1 (stereo not drawn),-2,1,-1,-3.1,3,-6,1.2,-3,-27,0
C[C@@H]1COC(=O)[C@@H](CC(=O)OC(C)(C)C)C/C=C\C[C@@H](CC(=O)NCCO)C(=O)N1,-1,2,-6,0.2,-2,-4,-0.6,-1,-8,0
Cc1nc(NC(=O)CC(C)C)sc1-c1csc(Nc2ccc(Cl)cc2Cl)n1,-8,-59,-15,-0.6,-1,-2,1.0,-2,4,-5
CC(=O)c1cccc(NC(=O)c2ccc(N(Cc3ccccc3)S(C)(=O)=O)cc2)c1,-7,-66,-10,-3.9,1,-1,-1.1,-4,-3,-1
O=C(O)COc1c(-c2ccc(Cl)cc2)oc2ccccc2c1=O,-3,-4,6,-1.6,1,-4,0.5,-4,3,-5
COc1ccc(-c2cc(C(F)(F)F)c3c(n2)sc2c(O)cc(=O)[nH]c23)c(OC)c1,-70,-20,2,-6.9,-22,-74,0.6,-5,6,38*
O=S(=O)(NC1=NCCC1)c1cccc(NS(=O)(=O)c2ccc(OC(F)(F)F)cc2)c1,8,38,-8,-1.7,-2,3,0.6,0,12,-10
O=C(O)C(Sc1ccncn1)c1ccccc1 (stereo not drawn),-5,7,-5,-5.4,1,-1,0.5,0,17,-1
O=C(O)c1ccc(CSc2nc(-c3ccccc3)cc(C(F)(F)F)n2)cc1,6,-2,-11,-0.4,4,-2,-1.7,-7,6,0
CC(=O)Nc1sc(N)nc1-c1ccccc1,-9,41,-13,0.5,2,-2,-0.2,·,-4,-5
O=C(COC(=O)c1ccc(F)cc1F)Nc1ccc2[nH]c(=O)[nH]c2c1,-2,-3,-2,-1.8,-1,0,-0.3,-6,-6,-1
COCc1ccc(C(=O)N2CCCC(C(=O)c3ccc(SC)cc3)C2)s1 (stereo not drawn),-1,41,-5,-0.4,-1,-2,-1.0,-5,11,-1
CCOC(=O)c1ccccc1-n1nnnc1C,7,8,-10,-0.8,-1,-3,-0.5,-3,0,124*
Cc1ccsc1/C=N/NC(=O)c1nnn(-c2nonc2N)c1CSc1ccccc1,-3,19,-7,-1.1,1,2,-1.1,-1,-3,-1
Cn1c(=O)c2c(nc(NCCc3ccccc3)n2Cc2ccccc2)n(C)c1=O,5,-1,-5,0.1,0,3,0.6,-3,-9,0
COc1ccc(OC)c(C(C)NC(=O)C(C)n2cc([N+](=O)[O-])cn2)c1 (stereo not drawn),-1,3,6,-0.7,0,-1,1.4,-4,5,1
COc1ccc(CNC(=O)C2CCN(S(=O)(=O)c3ccc4c(c3)C(C)(C)C(=O)N4C)CC2)cc1,-3,-3,6,-1.4,1,-3,-1.1,·,-3,-2
CCCc1c(C)c2cc(C)ccc2[nH]c1=O,3,·,0,-0.3,2,-1,-1.1,1,5,-1
COc1cccc2c1OCC/C2=N\NC(=O)COc1ccccc1C,3,10,5,0.5,-3,-5,1.0,2,-12,8
COc1ccccc1OCC(=O)NC1CCCc2ccccc21 (stereo not drawn),-7,·,-8,-0.5,0,0,2.2,·,-11,-3
O=C(CNC(c1ccccc1)c1ccccc1)Nc1ccc(F)cc1,6,-2,-10,-1.7,-8,-3,-0.7,1,-3,2
COc1ccc(Br)cc1C(=O)NC(=S)Nc1cc(-c2nc3ccccc3[nH]2)ccc1C,-11,-61,-3,-1.7,-6,1,1.6,-5,0,4
CC(OC(=O)c1cc(=O)c2ccccc2o1)C(=O)c1ccccc1 (stereo not drawn),2,-8,5,-0.2,0,-5,0.2,·,-4,-3
CN(C)C(=O)c1cc(C(=O)c2ccc(F)cc2Cl)c[nH]1,-6,-1,-5,-1.3,-1,-5,-1.4,-4,·,-3
Cn1c(N)c(C(=O)COC(=O)CNS(=O)(=O)c2cccc(Cl)c2)c(=O)n(C)c1=O,6,50,-9,-0.9,0,-2,0.5,0,5,6
CCN(C[C@H]1N[C@@](CC)(C(=O)OC)[C@H]2C(=O)N(Cc3ccccc3)C(=O)[C@@H]12)C(=O)Nc1ccc(OC)cc1,-6,-1,3,1.8,-1,0,0.9,-4,0,-12
Cc1ccc(NC(=O)CSc2nc(=O)n(CCN(C)C)c3c2CCCC3)cc1Cl,-6,-8,-10,-3.8,2,·,·,1,·,2
Cc1cc(C)cc(NC(=O)C2CCCN(S(=O)(=O)c3ccc4[nH]c(=O)ccc4c3)C2)c1 (stereo not drawn),-5,-12,-1,-0.9,1,4,-0.7,0,-5,-1
O=C(N/N=C/c1ccccc1Br)c1ccc(CSc2cccc3cccnc23)cc1,-3,-60,-4,-2.7,-3,-5,0.2,-2,·,2
Cc1ccc(C(OCC(O)CNC(CO)C(O)c2ccc([N+](=O)[O-])cc2)c2ccccc2)cc1 (stereo not drawn),-6,·,-5,-2.8,-4,9,-0.4,-7,1,2
COc1ccc(NC(=O)N(C2CCCCC2)C2CCN(C(C)C)CC2)c(OC)c1,8,4,-10,-1.6,3,1,0.1,-1,10,5
COC(=O)C(=N/Nc1ccccc1C(=O)OC)/C(C)=N/O,-11,-21,3,-0.7,-2,-2,-2.7,1,4,19
CCOC(=O)C1=C(COC(=O)c2cc(OC)c(OC)cc2[N+](=O)[O-])NC(=O)NC1C (stereo not drawn),-11,-27,3,-2.1,3,-1,1.7,-1,11,3
NC1=NC(=O)C(Cc2cc(Cl)ccc2Cl)S1 (stereo not drawn),11,14,8,-3.4,0,-1,-0.1,1,-4,11
CCCOC(=O)c1ccc(Oc2cn[nH]c2-c2ccc(OCC)cc2O)cc1,-4,11,-1,-1.2,2,4,-0.1,5,?,-3
COC(=O)c1ccc(N2CCOCC2)c(NC(=O)c2cccnc2)c1,-3,6,-7,0.3,2,1,0.0,-7,-11,-2
Cc1ccc(CNC(=O)c2ccc(Br)o2)cc1,-7,11,-3,-1.2,0,5,-0.3,-2,3,-5
CCN(CCCNC(=O)COc1cc(=O)n(C)c2ccccc12)c1ccccc1,-2,19,3,-0.3,2,-2,1.1,1,-2,-2
CC(=O)NCCC(=O)Nc1nc(C)c(Cc2ccc3c(c2)OCO3)s1,7,-5,-3,-2.2,4,-2,-0.1,5,·,-4

# Some entries already given, showing only DAGLB inh and RTF Ca sens inh.
Compound | DAGLB inh | RTF Ca sens inh
Cc1cc(C)cc(NC(=O)C2CCCN(S(=O)(=O)c3ccc4[nH]c(=O)ccc4c3)C2)c1 (stereo not drawn) | 1 | -5
COc1ccc(-c2cc(C(F)(F)F)c3c(n2)sc2c(O)cc(=O)[nH]c23)c(OC)c1 | -22 | -70

# As entered above.
# CAL PDZ FP-2 result of COC(=O)c1ccc(N2CCOCC2)c(NC(=O)c2cccnc2)c1 = -7
# SR-BI DiI-HDL act result of CC(OC(=O)c1cc(=O)c2ccccc2o1)C(=O)c1ccccc1 (stereo not drawn) = -8
# CAL PDZ FP-1 result of Cc1ccc(Nc2cc(C)c3ccc(O)cc3n2)cc1C = 0.6
